# Screens as filed in PubChem.
# aSyn yeast rescue = qHTS of alpha-syn Inhibitors: NCGC Sytravon Library Screen; S. cerevisiae alpha-synuclein toxicity rescue, BacTiter-Glo growth, 24 h; Potency, µM (series often up to 46.1 µM), inactives show at the top dose growth rescue (activation), most hits filed as activators; 94,000 compounds, 0.02% hits; active = well fitted activation curve with a large enough effect; inconclusive = small, poorly fitted or top-dose-only effect; note: 0% is about no effect
#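 Growth restoration measured by BacTiter-Glo luminescence after 24 hr at 30 deg C; alpha-synuclein yeast, raffinose-pregrown to mid-log, were added at OD600=0.02 in galactose medium onto pinned compounds.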
# Starred values were filed as active, the others as inactive; u = inconclusive; & = joins results of further samples; [ ] = dose if it differs, or a comment. Potency is the fitted concentration of half-maximal effect.
SMILES,aSyn yeast rescue
Cc1onc(-c2ccccc2)c1C(=O)OCC(=O)N1CCCCC1,-2%
COCCNC(=O)CN1C(=O)c2cccnc2Oc2ccc(Cl)cc21,3%
COc1ccc(CCC(=O)OCC(=O)Nc2c(C)nn(-c3ccccc3)c2C)cc1,-6%
COc1ccccc1NC(=O)CN1C(=O)C2(SCC(=O)N2c2ccc(F)c(F)c2)c2ccccc21 (stereo unspecified),-1%
C/C(CC(=O)Nc1ccc2c(c1)OCCO2)=N\NC(=O)c1ccc([N+](=O)[O-])cc1Cl,-3%
Cc1cccc(C(=O)NNC(=O)c2cccc([N+](=O)[O-])c2)c1,3%
Cc1ccc(/C=C2\SC(=S)N(CCCC(=O)Nc3ccc(O)cc3)C2=O)cc1,-8%
COc1ccc(NC(=O)Cn2c(=O)n(Cc3ccccc3)c(=O)c3oc4ccccc4c32)cc1Cl,4%
Cc1ccccc1C1C(C#N)=C2N=C(N)c3ccccc3N2C2=C1C(=O)CCC2 (stereo unspecified),1%
CCc1cccc(NC(=O)CN(C)S(=O)(=O)c2cccc3cccnc23)c1,6%&11%
COCCn1c(SC)nnc1-c1c[nH]c2ccccc12,-3%
Cc1ccc(C(=O)O/N=C(\c2ccccc2)c2ccncc2)cc1,7%
Cc1cc(C)cc(NC(=O)C2CCCN(S(=O)(=O)c3cccc4nsnc34)C2)c1 (stereo unspecified),2%
O=S(=O)(c1ccc2oc(=S)[nH]c2c1)N1CCCCC1,-6%
O=C(Nc1ccc2nc(SCC(=O)N3CCCc4ccccc43)sc2c1)c1cccc(F)c1,-16%
CCc1cccc(C)c1NC(=O)Cn1nc(C)c2nn(-c3ccc(Cl)cc3)c(C)c2c1=O,-4%
CCc1ccc(-c2nn(CC(=O)Nc3ccccc3)c3c2cnc2ccc(F)cc23)cc1,-2%
CCOc1ccccc1NC(=O)c1cn(C2CCCC2)c(=O)c2c1c1ccccc1n2C,-3%
CC(SCC(=O)O)c1nc2ccccc2[nH]1 (stereo unspecified),-1%
COc1cccc(NC(=O)C(=O)NCCc2csc(-c3ccc(C)cc3)n2)c1,0%
Cc1c(N(C)S(=O)(=O)c2cc(C(=O)Nc3ccccn3)ccc2Cl)c(=O)n(-c2ccccc2)n1C,-2%
COc1ccc(NC(=O)CCS(=O)(=O)c2ccc3nc(C)sc3c2)cc1OC,5%
Cc1ccc(CN(C)C(=O)COC(=O)CSc2ccc([N+](=O)[O-])cc2)cc1,-17%
COc1cccc(NC(=O)CN(C)CC(=O)Nc2ccc(C)c([N+](=O)[O-])c2)c1,-2%

# As a short view, some entries already given.
SMILES,aSyn yeast rescue
Cc1ccc(/C=C2\SC(=S)N(CCCC(=O)Nc3ccc(O)cc3)C2=O)cc1,-8%
COc1ccc(NC(=O)Cn2c(=O)n(Cc3ccccc3)c(=O)c3oc4ccccc4c32)cc1Cl,4%
Cc1ccccc1C1C(C#N)=C2N=C(N)c3ccccc3N2C2=C1C(=O)CCC2 (stereo unspecified),1%
CCc1cccc(NC(=O)CN(C)S(=O)(=O)c2cccc3cccnc23)c1,6%&11%
COCCn1c(SC)nnc1-c1c[nH]c2ccccc12,-3%
Cc1ccc(C(=O)O/N=C(\c2ccccc2)c2ccncc2)cc1,7%
Cc1cc(C)cc(NC(=O)C2CCCN(S(=O)(=O)c3cccc4nsnc34)C2)c1 (stereo unspecified),2%
O=S(=O)(c1ccc2oc(=S)[nH]c2c1)N1CCCCC1,-6%
O=C(Nc1ccc2nc(SCC(=O)N3CCCc4ccccc43)sc2c1)c1cccc(F)c1,-16%
CCc1cccc(C)c1NC(=O)Cn1nc(C)c2nn(-c3ccc(Cl)cc3)c(C)c2c1=O,-4%
CCc1ccc(-c2nn(CC(=O)Nc3ccccc3)c3c2cnc2ccc(F)cc23)cc1,-2%
CCOc1ccccc1NC(=O)c1cn(C2CCCC2)c(=O)c2c1c1ccccc1n2C,-3%
CC(SCC(=O)O)c1nc2ccccc2[nH]1 (stereo unspecified),-1%
COc1cccc(NC(=O)C(=O)NCCc2csc(-c3ccc(C)cc3)n2)c1,0%
Cc1c(N(C)S(=O)(=O)c2cc(C(=O)Nc3ccccn3)ccc2Cl)c(=O)n(-c2ccccc2)n1C,-2%

# Next section:
SMILES,aSyn yeast rescue
CN(C)C(CNC(=O)CSc1nc2ccccc2c(=O)n1Cc1ccco1)c1ccccc1 (stereo unspecified),-4%
C=C(C)CSc1nc2sc3c(c2c(=O)n1Cc1ccccc1)CC(C)(CC)OC3 (stereo unspecified),0%
CC(Nc1ccc(-c2nc(-c3ccncc3)no2)cc1[N+](=O)[O-])c1ccccc1 (stereo unspecified),8%
Cc1ccc(CCNC(=O)c2cc(S(=O)(=O)N3CCOCC3)cn2C)cc1,-2%
CN(C)CCN(C(=O)c1ccc2ccccc2c1)c1nc2cc3c(cc2s1)OCO3,-6%
CCCCOC(=O)c1ccc(NC(=O)COC(=O)C2CC2C)cc1 (stereo unspecified),-4%
CCC(C)NC(=O)c1sc2nc(C)c(C(=O)Nc3ccc(Cl)cc3)c(-c3ccc(Br)cc3)c2c1N (stereo unspecified),-2%
Cc1ccc(C(=O)OCC(=O)N(C)c2ccccc2)cc1C,5%
COC(=O)c1ccc(C(=O)N=c2sccn2C)cc1,-15%
COc1ccc(CCNC(=O)c2ccc3c(c2)N(Cc2cccc(Cl)c2)C(=O)c2ccccc2S3=O)cc1OC (stereo unspecified),3%
COc1ccc(-n2nc(C(=O)NCCc3cccc(C)c3)c3c4ccccc4n(C)c3c2=O)cc1Cl,-11%
Cn1nc(NC(=O)CC23CC4CC(CC(C4)C2)C3)c2c(F)cccc21,3%
CC(=O)c1ccc(NC(=O)c2ccc(S(=O)(=O)c3ccccc3)cc2)cc1,2%
Cc1ccc(NC(=O)NC2CC(=O)N(c3ccc4c(c3)OCCO4)C2)c(C)c1 (stereo unspecified),4%
COC(=O)[C@H]1C[C@H](OC(=O)NC2CCCC2)[C@@]2(O)CN(S(=O)(=O)c3ccc(C)cc3)CC2[C@H]1C(=O)OC (stereo partly specified),3%
Cn1c(=O)c2c(nc(SCC(=O)Nc3ccc(F)cc3)n2Cc2ccccc2F)n(C)c1=O,-6%
O=C(NCC(=O)N1CCN(c2ccccc2O)CC1)c1ccc(Br)o1,4%
COc1ccccc1N1CCN(S(=O)(=O)c2c(C)sc3ncn(CC(=O)N(C)c4ccc(C(C)C)cc4)c(=O)c23)CC1,2%
O=C(NCCOCCNC(=O)OCc1ccccc1)OCc1ccccc1,-11%
CS(=O)(=O)c1ccc(Cl)c(NC(=O)COC(=O)c2cccc(S(=O)(=O)N3CCCC3)c2)c1,0%
CC(=O)C1=C(C)Nc2ncnn2C1c1ccccc1F (stereo unspecified),-4%
Cc1cc(C)cc(N(CC(=O)NC2CCCC2)C(=O)CNC(=O)c2ccco2)c1,1%
Cc1cc(C)c2c(n1)SCCN2C(=O)Nc1ccc(C(=O)Nc2cc(Cl)ccc2C)cc1,-6%
O=C(Nc1ccc(C(F)(F)F)cc1)C1(c2cccs2)CCOCC1,7%
COc1ccccc1CNC(=S)Nc1ccc2nc(N3CCN(C)CC3)cc(C)c2c1,-7%
Cc1ccc(C(=O)C2=C(O)C(=O)N(c3ncccn3)C2c2ccc(F)cc2)o1 (stereo unspecified),-18%
COc1ccc(/C=N/NC(=O)c2cccc(NC(=O)c3ccccc3Cl)c2)c(OC)c1,-2%
Cc1ccc(-n2c(=O)c3oc4ccccc4c3n(Cc3cccc(F)c3)c2=O)cc1C,-1%
Cc1cc(Cl)c2oc(C(=O)N3CCN(c4cnccn4)CC3)c(C)c2c1,6%
C[C@@H]1CN([C@H](C)CO)C(=O)c2cc(C#Cc3ccccc3F)cnc2O[C@@H]1CN(C)S(=O)(=O)c1ccccc1F,-9%
COC(=O)c1ccc(NC(=O)Cn2c(=O)oc3ccccc32)cc1,3%
CCc1nn(CCCC(=O)NCc2ccc(OC(C)C)cc2)c(=O)c2cc3occc3n12,-2%
Cc1cc(=O)oc2cc(OCCSc3nnc(-c4ccccc4)o3)ccc12,8%
CCCc1nnc(NC(=O)CCC(=O)N2CCN(S(=O)(=O)c3ccc(C)cc3)CC2)s1,9%
CC1(C)C2CCC1(C)C(OC(=O)c1ccccc1C(=O)O)C2 (stereo unspecified),14%
CCCNC(=O)c1ccc(COc2ccc(CCC)cc2OC)o1,-19%
O=C(COc1ccc(S(=O)(=O)N2CCOCC2)cc1)NCCc1ccc(Cl)cc1,-6%
CC(=O)C1=C(c2cccc([N+](=O)[O-])c2)N(C(C)=O)n2c(nnc2-c2ccc(C)cc2)S1,5%
COc1ccc(OC2CCN(S(=O)(=O)c3cccc(F)c3)CC2)cc1,7%
COc1ccc(OC(=O)C2CC(=O)N(c3ccc(C)cc3)C2)cc1 (stereo unspecified),15%
COc1ccc(C)cc1NC(=O)Cc1csc(NC(=O)Nc2ccccc2OC)n1,-5%
CCN(CC)c1ccc(C(NC(=O)C(C)C)c2ccc3cccnc3c2O)cc1 (stereo unspecified),-8%
Cc1ccc(N2CCN(Cc3nnc(-c4ccccc4F)o3)CC2)c(C)c1,8%
Cc1cccc(N(C)c2nc3ccc(C)cc3n3cnnc23)c1,3%
CN(C)CCCN(C(=O)CCc1ccccc1)c1nc2ccc(Br)cc2s1,-23%
Cc1ccc(CNC(=O)CN2C(=O)CSc3ccc(S(=O)(=O)N4CCCC4)cc32)cc1,-14%
COc1cc(Cl)c(C)cc1NC(=O)CNC(=O)Cn1ccc2ccccc2c1=O,5%
O=C1Cc2ccccc2C(c2ccc(Cl)cc2)N1 (stereo unspecified),-47%[inhibitor]
COc1ccc(-c2noc(CNC(=O)COc3cccc(C)c3C)n2)cc1,3%
Cc1cccn2c(=O)c(C(=O)N3CCN(c4ccc(Cl)cc4)CC3)cnc12,-13%
Cc1ccc(-n2c(=O)c3c(n4cnnc24)-c2ccccc2CC32CCCCC2)cc1,5%
CCC(=O)C1=C(c2ccccc2)N(C(=O)CC)n2c(nnc2C2CCCCC2)S1,u
COc1cc(OC)c(NC(=O)C2CCN(C(=O)c3sc4nc[nH]c(=O)c4c3C)CC2)cc1Cl,4%
CCCOc1ccc(CNC(=O)CCC(=O)n2ncc3cc(C)ccc32)cc1,-8%
Cc1cccc(-c2noc(-c3ccc(N4CCCC4)c([N+](=O)[O-])c3)n2)c1,1%
CCCCCCCSc1nnc(-c2ccccc2N)c(=O)[nH]1,-41%[inhibitor]
O=C(N/N=C/c1ccc(OCC(=O)N2CCOCC2)cc1)c1ccccc1Cl,18%
O=C(Cn1ncc2c3ccccc3n(Cc3ccc(Cl)cc3)c2c1=O)NC1CCCCCC1,1%
CC(=O)NCCNc1nc2c(S(=O)(=O)c3ccc(C)c(C)c3)nnn2c2ccc(Cl)cc12,6%
CC(C)c1ccc(N2C(=O)N(Cc3ccccc3Cl)c3ccccc3S2(=O)=O)cc1,-1%

# Carrying on.
SMILES,aSyn yeast rescue
CC1CN(C(=O)N2CCC(C(=O)NCCC3=CCCCC3)CC2)c2ccccc2O1 (stereo unspecified),3%
C[C@@H]1CN([C@H](C)CO)C(=O)CCCn2nncc2CO[C@H]1CN(C)S(=O)(=O)c1ccc(Oc2ccccc2)cc1,-13%
CCOc1ccc(NC(=O)Cn2ncc3c2-c2cc(C)ccc2OC3)cc1,2%
CC(C)N1C(=O)C(=O)N(CC(=O)N2c3ccccc3CC2C)C1=O (stereo unspecified),0%
COc1ccccc1CNS(=O)(=O)c1cc(Br)cc2c1N(C(=O)C1CC1)CC2,-2%
O=C(O)C/C(=C\c1ccc(Cl)cc1)c1nc2ccccc2o1,-41%[inhibitor]
O=C(Nc1ccccc1C(=O)Nc1cccnc1)c1ccccc1,-5%
C[C@@H]1CN([C@H](C)CO)C(=O)CCCn2cc(nn2)CO[C@H]1CN(C)C(=O)Nc1ccc2c(c1)OCCO2,-7%
CCc1cccc(NC(=O)CN(C)S(=O)(=O)c2ccc3c(c2)CCCN3C(C)=O)c1,5%
COc1ccc(-n2c(=O)c3c4c(sc3n(Cc3ccc(C)cc3C)c2=O)CCC4)c(OC)c1,5%
Cc1ccc2cc(CN(C)S(C)(=O)=O)c(=O)[nH]c2c1,-4%
Cn1ccnc1SCC(=O)NC1(C#N)CCCCC1,7%
O=C(CN1C(=O)COc2ccc(Cl)cc21)Nc1ccc(F)cc1,2%
O=C(O)COc1ccccc1/C=N/NC(=O)c1cc(-c2ccccc2)nc2ccccc12,-8%
CCN(CC)Cc1c(C(=O)N/N=C/c2c(Cl)cccc2Cl)nnn1-c1nonc1N,8%
CCCCOCCOC(=O)C1OC1(C)c1ccccc1 (stereo unspecified),8%
COc1ccc2oc(=O)c(-c3cn4c(n3)sc3cc(F)ccc34)cc2c1,-4%
COc1cccc2cc(-c3csc(NC(=O)CCC(=O)NCCCN4CCC(C)CC4)n3)c(=O)oc12,6%
Nc1nc(SCC(=O)N2CCOCC2)n[nH]1,-4%
Cc1cc(C)c(NC(=O)Cn2nnc(-c3nc(-c4ccccc4)no3)c2N)c(C)c1,-14%
COc1ccc(C2CC(=O)N3CN(c4ccc(C)c(Cl)c4)CSC3=C2C#N)cc1OC (stereo unspecified),4%
Cc1ccc(N(CC(=O)N2CCN(c3cccc(Cl)c3)CC2)S(=O)(=O)c2c(C)noc2C)cc1,u
Cc1nnc(SCC(=O)c2ccccc2)n1Cc1ccccc1,11%
COc1ccc(OC)c(NC(=O)CS(=O)(=O)Cc2nc(-c3ccccc3C)oc2C)c1,-1%
C=CCOc1ccc(/C=N/NC(=O)C(=O)Nc2ccccn2)cc1OC,-1%
Cc1ccc(CNC(=O)c2nnc(Cc3cccc(F)c3)o2)cc1,-5%
Cc1cc2nc3c(nc2cc1C)CCCC3,-11%
CCOc1ccc(NC(=O)N2CCN(c3ccc(Cl)c(Cl)c3)CC2)cc1,-6%
N#Cc1ccccc1NC(=O)C(=O)NCCc1csc(-c2ccc(F)cc2)n1,-16%
O=C(Nc1ccc(C(=O)OCc2cc(=O)n3c4c(sc3n2)CCCC4)cc1)c1ccc(Cl)cc1,-5%
COCCNC(=O)CN1C(=O)CCn2nc(-c3cn(C)c4ccccc34)cc21,-7%

# This is a subset (hit frequency here may not be typical).
